SRC2 inh: inhibits human steroid receptor coactivator 2. inhibition, % at 9 µM. HEK293 GAL4-SRC2 luciferase reporter, luminescence. Q15596. 0.17% of 370,000 active;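 active = inhibition above the mean inhibition of all tested compounds plus 3 SD, set per campaign, cut at about 52% in these data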;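 also: 0% = DMSO treated cells and 100% = cells given Gossypol at 36 µM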
m5-HT2A agonist: agonists of mouse serotonin 5-HT2A receptor (HTR2A) | P35363 | CHO-K1 mHTR2A beta-arrestin complementation, luminescence; percent of 30 µM serotonin response | activation, % at 7.6 µM | 0.66% of 360,000 active | AID 624169;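 active = activation above a run cutoff, the mean activation of all tested compounds plus 3 SD, cut at about 14% in these data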;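 also: 0% = plate median of compound wells and 100% = 30 µM serotonin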
MC4R antagonist: human MC4R antagonism in cAMP assay; P32245; MC4R-expressing cells, MTII-stimulated cAMP, LANCE TR-FRET; inhibition, % at 6.5 µM; 0.48% of 360,000 active; AID 540295;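 active = inhibition above its plate's cutoff, the mean of tested wells on that plate plus 3 SD, cut at about 29% in these data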;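 also: 0% = Melanotan II alone and 100% = Melanotan II plus saturating MCL0020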
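material = U2OS cells stably expressing human melanocortin 4 receptor (MC4R) | also added = Melanotan II challenge | dosing = single nominal compound dose of 6.5 µM | detection = TR-FRET with Eu-cAMP and labeled anti-cAMP, 671 nm | replication = singlicate | timing = compound 30 min, challenge 1 h, detection 1 h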
N-glyco inh: N-linked glycosylation inhibition; D54 ERlucT glycosylation luciferase reporter, 24 h; percent of 100 nM tunicamycin response; reporter increase, % at 12.5 µM; 0.23% of 360,000 active; AID 588692;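 active = mean luciferase reporter signal, scaled so untreated is 0 and the glycosylation-blocking control 100, at or above a set limit in every replicate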;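 also: luciferase carries N-glycosylation sites so blocking glycosylation raises the light; 0% = median of neutral control wells and 100% = median of 100 nM tunicamycin wells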
TLR9-MyD88 block: TLR9-MyD88 interaction inhibition; 0.21% of 340,000 active; inhibition, % at 4.98 µM; CHO BLA complementation TLR9-MyD88, CCF4 FRET ratio;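 active = inhibition above the mean over all tested compounds plus 3 SD, cut at about 21% in these data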;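 also: 0% = DMSO only wells and 100% = clavulanate BLA inhibitor control wells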
Target sequence (Q99836 whole entry, looked up): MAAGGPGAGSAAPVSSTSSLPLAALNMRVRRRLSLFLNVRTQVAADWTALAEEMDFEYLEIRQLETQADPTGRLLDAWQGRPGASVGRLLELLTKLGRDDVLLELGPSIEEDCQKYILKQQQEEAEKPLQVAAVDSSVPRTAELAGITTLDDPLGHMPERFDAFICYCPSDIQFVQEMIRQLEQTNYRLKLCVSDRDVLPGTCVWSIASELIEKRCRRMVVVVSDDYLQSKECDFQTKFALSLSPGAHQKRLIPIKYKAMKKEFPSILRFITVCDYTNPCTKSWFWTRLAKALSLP
Target sequence (Q9NR96 whole entry, looked up): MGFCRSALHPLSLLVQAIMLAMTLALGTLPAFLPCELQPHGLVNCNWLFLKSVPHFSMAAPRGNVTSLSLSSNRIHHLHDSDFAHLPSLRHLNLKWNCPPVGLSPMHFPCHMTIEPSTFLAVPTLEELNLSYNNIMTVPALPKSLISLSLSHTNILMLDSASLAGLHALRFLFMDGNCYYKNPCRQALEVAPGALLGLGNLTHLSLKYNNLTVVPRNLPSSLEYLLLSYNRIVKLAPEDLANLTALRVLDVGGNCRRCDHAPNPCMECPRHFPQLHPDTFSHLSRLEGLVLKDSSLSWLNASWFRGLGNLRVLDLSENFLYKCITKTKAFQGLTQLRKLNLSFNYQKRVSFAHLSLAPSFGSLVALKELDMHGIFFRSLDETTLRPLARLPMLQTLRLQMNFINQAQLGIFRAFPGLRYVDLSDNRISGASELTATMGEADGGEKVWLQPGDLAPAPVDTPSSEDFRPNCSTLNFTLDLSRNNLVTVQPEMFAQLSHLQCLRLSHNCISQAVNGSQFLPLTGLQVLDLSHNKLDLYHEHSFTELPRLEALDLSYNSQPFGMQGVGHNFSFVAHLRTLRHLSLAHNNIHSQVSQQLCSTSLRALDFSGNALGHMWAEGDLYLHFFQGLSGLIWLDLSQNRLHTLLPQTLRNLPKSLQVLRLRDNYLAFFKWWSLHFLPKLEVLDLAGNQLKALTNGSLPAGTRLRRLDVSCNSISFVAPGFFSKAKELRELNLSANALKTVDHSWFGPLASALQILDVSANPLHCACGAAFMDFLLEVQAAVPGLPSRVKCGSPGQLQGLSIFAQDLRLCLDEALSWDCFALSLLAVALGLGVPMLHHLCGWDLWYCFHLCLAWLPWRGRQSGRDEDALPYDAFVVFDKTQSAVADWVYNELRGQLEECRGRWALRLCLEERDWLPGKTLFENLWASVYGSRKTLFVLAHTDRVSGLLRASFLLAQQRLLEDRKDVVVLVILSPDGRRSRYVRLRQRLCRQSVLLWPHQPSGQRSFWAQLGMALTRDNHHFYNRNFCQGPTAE
Cardio protect: protects H9c2 cardiomyocytes from peroxide injury | H2O2 injury protection, ATPLite, 2 h | 0.63% of 360,000 active | protection from H2O2 cell death, % at 20 µM;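 active = compounds giving at least 50% protection of heart cells from peroxide-induced death in the single-dose screen, raw or plate-pattern-corrected value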;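 also: 0% = DMSO wells with peroxide and 100% = DMSO wells without peroxide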
ABHD5 PLIN5 PPI: ABHD5-PLIN5 protein interaction inhibition; inhibition, % at 4 µM; Q00G26+Q8WTS1; Split G. princeps luciferase complementation, luminescence, 4 h; 0.78% of 360,000 active;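 active = inhibition above the mean inhibition across every tested compound plus 3 SD, cut at about 22% in these data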;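 also: 0% = DMSO only wells and the 100% control is not disclosed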
ABCB6 inh MLPCN: human ABCB6 transporter inhibition; fluorescence ratio to DMSO, % at 10 µM; K562-ABCB6 porphyrin accumulation, flow cytometry, 1 h; stronger effect = lower value; 0.19% of 360,000 active; Q9NP58;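 active = fluorescence ratio to DMSO below 75%, the collection mean minus 3 SD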;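 also: signal is porphyrin accumulated inside mitochondria; 100% equals median channel fluorescence of DMSO control wells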
MC4R barr agon: agonists of human melanocortin 4 receptor (MC4R) beta-arrestin; 0.98% of 360,000 active; activation, % at 8.9 µM; U2OS MC4R beta-arrestin complementation, luminescence; percent of melanotan II response, DMSO zero;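 active = activation above a per-plate cutoff, the mean activation of sample wells on that plate plus 3 SD, cut at about 8% in these data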
NOD2-RIPK2 inh: inhibitors of human NOD2-RIPK2 interaction | CHO BLA complementation NOD2-RIPK2, CCF4 ratio | inhibition, % at 4.98 µM | 0.38% of 360,000 active; in the data active = inhibition above about 21%;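 also: 0% = vehicle only and 100% = reference blocker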
* marks the source's active call; other numbers are inactive results; · = not tested or not shown. Only part of the results is shown, so the mix of outcomes need not match the whole.

SMILES	SRC2 inh	m5-HT2A agonist	MC4R antagonist	N-glyco inh	TLR9-MyD88 block	Cardio protect	ABHD5 PLIN5 PPI	ABCB6 inh MLPCN	MC4R barr agon	NOD2-RIPK2 inh
CC(C)[C@H](N)c1nnc(SCc2ccc(Cl)cc2)o1	9	-2	-4	0	2	4	-1	97	-1.3	12
CN(C)C(CNC(=O)CNC(=O)c1ccc(Br)cc1)c1ccccc1 (configuration not stated)	15	3	5	-1	-14	-1	-2	106	-1.4	-2
CC(=O)OC(COc1ccccc1)Cn1cnc2ccccc21 (configuration not stated)	-13	1	2	3	9	1	5	103	1.4	-5
Cc1ccc2c(c1)N(CC(=O)OC(CC(C)C)C(=O)NC1CCCC1)C(=O)CO2 (configuration not stated)	-1	-4	2	-1	5	8	-6	101	-1.8	6
COc1cc(S(=O)(=O)NC2CCCCC2C)ccc1Cl (configuration not stated)	-17	-4	0	0	-6	-16	0	103	-0.2	-12
COc1ccc(OC)c(S(=O)(=O)NCc2cccnc2)c1	11	2	11	5	-2	5	1	102	-0.3	-5
O=C(c1cccc(F)c1)N1CCN(c2cccc(Cl)c2)CC1	-20	-1	3	14	6	-4	1	103	-0.1	-3
C#CCN(C[C@H]1[C@H](OC(=O)NCc2ccco2)[C@H](OC(=O)NCc2ccco2)C[C@H]2C(=O)N(c3ccccc3)C(=O)[C@@H]12)S(=O)(=O)c1ccc(C)cc1	-3	-6	13	1	6	21	3	97	1.8	-2
Cc1c(C(=O)OCC(=O)c2c(N)n(CC(C)C)c(=O)n(C)c2=O)oc2ccccc12	-14	18*	4	-1	6	-3	0	91	-0.4	-4
O=C(CCCc1ccccc1)Nc1cccc(C(=O)O)c1	-63	-4	17	-5	-13	4	-1	91	0.4	-4
O=C(O)CC1S/C(=N/N=C/c2ccc(Br)cc2)N(c2ccccc2)C1=O (configuration not stated)	10	-1	18	0	-4	11	0	98	-1.4	3
O=C(NCc1nnc(SCc2ccc(C(F)(F)F)cc2)n1-c1ccccc1)C12CC3CC(CC(C3)C1)C2	13	-2	4	-6	-10	-1	-1	98	0.2	8
C/C(=N\OCC(=O)Nc1ccc(F)c(F)c1F)c1cc2ccccc2o1	-5	4	-2	-1	5	1	-1	101	4.6	-13
CCNc1nc2cccnc2s1	-14	0	11	0	7	5	-1	105	2.7	-1
CCOC(=O)CN(C(=O)c1snc(C(N)=O)c1N)C(C(=O)NC1CCCCC1)c1ccc(F)cc1 (configuration not stated)	-7	1	5	2	1	-4	6	95	-1.5	-7
O=C(Nc1ccccc1)C1CCCN1S(=O)(=O)c1cccs1 (configuration not stated)	-26	-4	16	1	-3	-1	3	103	1.4	5
COc1cc(S(=O)(=O)NC2CCCCC2C)ccc1-n1cnnn1 (configuration not stated)	-26	0	-1	-4	-17	-17	2	94	-2.9	-8
NC(=S)NN=C1c2ccccc2-c2cc(Br)ccc21	-4	-9	-8	3	1	-2	-14	95	-1.8	0
CCOC(=O)c1ccc(Oc2nc(NC)nc(Nc3ccccc3)n2)cc1	-16	-1	6	0	-2	-1	-5	94	-0.1	-5
O=C(Cc1ccccc1)N1O[C@H]2C=C[C@@H]1CC2	-31	6	3	2	3	-2	1	98	-0.3	1
CCOC(=O)Cn1c(-c2ccccn2)nc2ccccc21	-17	-2	-3	-1	1	12	-2	98	0.2	-3
CC(C)CC(=O)NC(=S)Nc1ccccc1C(F)(F)F	18	1	2	0	-2	-5	-4	103	-2.7	9
NC(=O)CC(NC(=O)c1ccccc1)c1ccc(NCc2ccccc2)c([N+](=O)[O-])c1 (configuration not stated)	-3	-9	1	-1	-9	1	-2	96	-0.3	-11
CC(c1nc2ccccc2[nH]1)n1c(=O)c(-c2cccs2)nc2ccccc21 (configuration not stated)	-6	3	·	·	·	·	2	·	·	-2
COc1ccc(OC)c(NC(=O)C23CCC(C)(C(=O)O2)C3(C)C)c1 (configuration not stated)	2	1	14	0	-5	6	-4	104	-0.8	-7

Brought forward from above: five entries, then new ones.
SMILES	SRC2 inh	m5-HT2A agonist	MC4R antagonist	N-glyco inh	TLR9-MyD88 block	Cardio protect	ABHD5 PLIN5 PPI	ABCB6 inh MLPCN	MC4R barr agon	NOD2-RIPK2 inh
CCOC(=O)Cn1c(-c2ccccn2)nc2ccccc21	-17	-2	-3	-1	1	12	-2	98	0.2	-3
CC(C)CC(=O)NC(=S)Nc1ccccc1C(F)(F)F	18	1	2	0	-2	-5	-4	103	-2.7	9
NC(=O)CC(NC(=O)c1ccccc1)c1ccc(NCc2ccccc2)c([N+](=O)[O-])c1 (configuration not stated)	-3	-9	1	-1	-9	1	-2	96	-0.3	-11
CC(c1nc2ccccc2[nH]1)n1c(=O)c(-c2cccs2)nc2ccccc21 (configuration not stated)	-6	3	·	·	·	·	2	·	·	-2
COc1ccc(OC)c(NC(=O)C23CCC(C)(C(=O)O2)C3(C)C)c1 (configuration not stated)	2	1	14	0	-5	6	-4	104	-0.8	-7
CC(=O)Nc1ccc(C(=O)N/N=C/c2ccccc2OCc2ccccc2)cc1	-44	-8	-1	41*	-13	50	1	93	-2.6	-13
CCCCNC(=O)CSc1nc2cc3c(cc2c(=O)n1CCCC(=O)NCCc1ccc(OC)c(OC)c1)OCO3	-18	-2	13	1	8	0	1	101	-1.7	4
Cc1nc(NS(=O)(=O)c2ccccc2)sc1C(=O)NNS(=O)(=O)c1ccccc1	-3	-6	2	2	1	1	1	95	-1.1	-10
CCN(C(=O)CSc1nc2scc(-c3ccccc3)c2c(=O)n1C)C1CCS(=O)(=O)C1 (configuration not stated)	17	-6	9	-3	-11	2	-6	99	1.2	4
O=C(Nc1ccc(-c2noc(-c3ccccc3F)n2)cc1)c1cccs1	-34	3	-1	-3	4	-12	-5	100	-1.1	9
CCOC(=O)C1=C(C)NC(C)=C(C(=O)OCC)C1c1ccc(OC)c(OC)c1	-27	-4	2	5	-8	-3	-6	101	0.0	-16
N=c1ccn(CC(=O)c2ccc(-c3ccccc3)cc2)cc1	-10	-6	5	2	4	-5	13	101	-2.8	10
Cc1ccc(C(=O)NC(=S)NCc2ccccc2)cc1Br	-28	3	12	-1	·	0	-4	101	0.7	-4
O=C(NCC(F)(F)F)c1ccc(S(=O)(=O)NCCc2ccc3c(c2)OCCO3)cc1	-6	1	15	2	-9	-14	-1	95	-2.7	-1
O=C(CCc1nc2ccccc2c(=O)[nH]1)OCC(=O)c1ccc(C2CCCCC2)cc1	-7	5	3	3	-18	11	-4	101	3.0	-6
COc1ccc(C2OC(=O)CC2C(=O)NCc2ccc(F)cc2)cc1OC (configuration not stated)	-1	1	4	0	-5	2	1	93	-0.8	-8
CCCc1nc2ccc(NC(=O)NCCC(=O)OCC)cc2c(=O)n1Cc1ccc(Cl)cc1	-8	-9	11	-1	4	-2	-8	95	2.0	-3
CCC(=O)N1CCc2cc(Br)cc(S(=O)(=O)CC(=O)OC)c21	·	-3	4	1	0	-3	-1	103	-0.1	6
COc1ccc(S(=O)(=O)N(C)C)cc1NC(=O)Cc1cccs1	23	-2	8	0	14	4	-4	103	-2.0	0
CCCC(CCC)=NNC(=O)c1ccccc1F	-91	-3	13	2	4	2	3	102	3.5	-15
CC(=O)N1C(C)c2ccccc2C(C)(C)CC12CCCCC2 (configuration not stated)	15	6	20	-3	-3	11	-8	88	5.6	-6
COc1ccc(Nc2nc(N)c([N+](=O)[O-])c(NC3CCCCC3)n2)cc1	15	-5	18	-3	0	-15	-1	96	2.7	6
O=C(CSc1cccc2cccnc12)N/N=C/c1cccnc1	-4	-9	8	1	·	-3	-4	102	-5.0	0
NC(=O)C1(N2CCCCC2)CCN(C(=S)Nc2ccccc2)CC1	-9	0	4	2	9	-3	-1	102	-0.7	1
CC(=O)N1CCc2cc(S(=O)(=O)NCCC(=O)N3CCc4ccccc4C3)ccc21	·	6	-2	-4	-6	6	6	99	-2.0	-6
COc1ccccc1N1CCN(CCS(=O)(=O)c2cc(Cl)ccc2Cl)CC1	-17	-6	-8	3	-4	-2	6	91	-2.4	2
COC(=O)C1C2C=CC3(CN(CC4CCCO4)C(=O)C13)O2 (configuration not stated)	0	2	11	-1	4	-5	3	97	1.2	-8
COc1cc(CCC(=O)Nc2cnc3ccccc3c2)cc(OC)c1OC	9	3	8	0	2	8	0	98	-1.4	-10
Cc1cc(NC(=O)CSc2nc(N)c(NC(=O)c3ccco3)c(=O)[nH]2)no1	-1	7	-2	0	-9	-1	-3	86	-3.0	3
CCOC(=O)C1Nc2ccc(C(F)(F)F)cc2C2C=CCC12 (configuration not stated)	-11	5	5	-1	12	-5	4	106	-2.3	5
Continuation.
SMILES	SRC2 inh	m5-HT2A agonist	MC4R antagonist	N-glyco inh	TLR9-MyD88 block	Cardio protect	ABHD5 PLIN5 PPI	ABCB6 inh MLPCN	MC4R barr agon	NOD2-RIPK2 inh
CCOC(=O)c1sc(NC(=S)NC(=O)c2cccc(Cl)c2)c(C(=O)OCC)c1C	·	-4	1	0	2	-8	-1	97	-0.9	-1
COc1cc(/C=C/C(=O)OCC(=O)N2CCCC2)cc(OC)c1OC	-29	-1	-1	4	-13	12	4	103	-0.7	-11
COc1ccc(CCNC(=O)CC2C(=O)NCCN2CC(C)(C)C)cc1 (configuration not stated)	7	-2	7	-2	1	2	1	97	-0.2	4
COc1cc(/C=C/C(=O)c2ccc(NS(=O)(=O)c3ccc(C)cc3)cc2)ccc1OC(F)F	12	-4	4	2	3	-20	22*	95	3.0	-6
Cc1cccnc1NC(=O)Nc1ccccc1	-52	4	12	1	-4	0	-1	97	-0.9	-14
COc1ccc(N(C)C(=O)Cn2c(=O)oc3ccccc32)c(OC)c1	-16	4	1	3	-1	1	-1	98	-2.1	3
COc1ccc(C(=O)Nc2ccc3c(c2)OCCO3)c(OC)c1	-58	0	5	-5	-1	-11	2	102	-0.8	-2
Cn1c(SCC(=O)N/N=C/c2ccc([N+](=O)[O-])s2)nnc1-c1ccccc1	-9	6	-11	3	5	-24	-5	116	-3.1	4
CCOc1ccccc1N1CCN(CC(=O)Nc2cc(C)on2)CC1	9	-2	4	0	0	3	3	111	-0.7	1
Cc1cc(N)c(C)c([N+](=O)[O-])c1C	3	3	3	4	-8	3	4	98	-0.6	-3
COc1ccc(C(=O)NC2CCCc3ccccc32)cc1OC1CCN(C(C)=O)CC1 (configuration not stated)	-16	4	4	2	-9	1	-14	98	-1.0	4
COC(=O)CC1NCCNC1=O (configuration not stated)	-13	0	-1	1	-6	5	-1	94	-2.0	-3
CC(C)NC(=O)C1CCN(C2CCN(Cc3nc4ccccc4s3)CC2)CC1	7	-4	-6	2	-12	-2	1	96	-3.7	-11
CCCn1nc2cc(C(=O)NC3CCCc4ccccc43)ccc2c1OCC (configuration not stated)	1	-2	7	0	5	1	-2	99	-2.1	2
Cc1ccccc1NC1=NCC(c2ccc([N+](=O)[O-])cc2)S1 (configuration not stated)	24	-2	3	-14	-5	-11	-1	101	-1.9	11

High-throughput results as filed in PubChem BioAssay.
